Screening data from PubChem.
Cardio protect: myocardial damage modulation in H9c2 cells | H9c2 cardiomyocytes, H2O2 injury protection, ATPLite, 2 h | protection from H2O2 cell death, % at 20 µM | actives 0.63% (n = 360,000) | AID 588492;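 active = compounds giving at least 50% protection of heart cells from peroxide-induced death in the single-dose screen, raw or plate-pattern-corrected value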;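 also: 0% = DMSO wells with peroxide and 100% = DMSO wells without peroxide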
CaV13 ICDI inh: Disruptors of the CACNA1D IQ motif to Ca2+-dependent inactivation inhibitor domain association, primary screening, Förster resonance energy transfer in intact living …; HEK cells, CFP/YFP FRET ICDI-IQ, plate reader, 10 min; percent FRET-ratio fall versus neutral wells; inhibition, % at 12.3 µM; actives 0.098% (n = 340,000); AID 743397;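 active = mean replicate inhibition of at least 30% and at least 1% of replicates passing that level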;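 also: 0% = median of the neutral control wells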
hiPSC survival: increases survival of single human iPS cells | actives 0.044% (n = 360,000) | hiPSC single-cell survival, ATPlite luminescence; 100% = ROCK inhibitor wells, 0% = DMSO | survival enhancement, % at 20 µM; in the data active = survival enhancement above about 18%;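 also: cells exposed to compounds for 16 hours before the ATP read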
Vif inh: blocks HIV Vif function. HEK293T cells, Vif self-association by quenched fluorescence, imaging, 24 h. inhibition, % at 7.49 µM. actives 0.35% (n = 340,000). AID 602346; in the data active = inhibition above about 50%, passing the limit was not always enough; also: some results filed as inactive read as strong as hits
m5-HT2A agonist: mouse HTR2A agonism via beta-arrestin recruitment | P35363 | CHO-K1 mHTR2A beta-arrestin complementation, luminescence; percent of 30 µM serotonin response | activation, % at 7.6 µM | actives 0.66% (n = 360,000) | AID 624169;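 active = activation above a run cutoff, the mean activation of all tested compounds plus 3 SD, cut at about 14% in these data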;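 also: 0% = plate median of compound wells and 100% = 30 µM serotonin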
Target sequence (P35363 whole entry, looked up): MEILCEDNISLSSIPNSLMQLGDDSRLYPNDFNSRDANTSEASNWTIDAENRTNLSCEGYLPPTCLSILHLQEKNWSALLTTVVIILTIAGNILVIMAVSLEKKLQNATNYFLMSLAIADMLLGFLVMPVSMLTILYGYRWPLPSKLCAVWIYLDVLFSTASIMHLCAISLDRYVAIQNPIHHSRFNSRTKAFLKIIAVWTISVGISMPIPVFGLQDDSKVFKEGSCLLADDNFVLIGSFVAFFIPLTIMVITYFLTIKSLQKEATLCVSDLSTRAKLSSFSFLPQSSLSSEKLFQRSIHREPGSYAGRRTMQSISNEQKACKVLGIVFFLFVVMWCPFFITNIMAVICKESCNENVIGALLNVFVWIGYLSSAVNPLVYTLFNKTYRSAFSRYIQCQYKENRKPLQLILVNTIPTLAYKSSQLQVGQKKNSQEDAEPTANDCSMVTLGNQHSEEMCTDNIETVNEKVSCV
Granule exo inh: blocks lytic granule exocytosis; TALL-104 LAMP-1 surface exposure, flow cytometry; cells stimulated with thapsigargin and PMA; inhibition, % at 10 µM; actives 0.66% (n = 360,000); AID 651702;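 active = inhibition above about 55%, limit read from the data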
aDG glyco up: alpha-DG glycosylation activation; AID 624168; actives 0.22% (n = 360,000); activation, % at 10 µM; Pro5-aDG cells, alpha-DG glycosylation AlphaScreen (IIH6); 0% Pro5, 100% B10-LARGE cell signal;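 active = activation of at least 8% versus controls, or a plate z-score of at least 8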;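 also: Pro5 are CHO cells carrying HIG-tagged alpha-DG that lacks glycosylation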
PDI inh: inhibitors of human protein disulfide isomerase; actives 0.052% (n = 350,000); AID 588391; PDI insulin aggregation turbidity, A650, 90 min; inhibition, % at 10 µM; P07237;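 active = mean inhibition across replicates of 30% or more, whatever share of single replicates reach that level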;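 also: absorbance from insulin aggregation driven by PDI reduction with DTT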
Target sequence (P07237 whole entry, looked up): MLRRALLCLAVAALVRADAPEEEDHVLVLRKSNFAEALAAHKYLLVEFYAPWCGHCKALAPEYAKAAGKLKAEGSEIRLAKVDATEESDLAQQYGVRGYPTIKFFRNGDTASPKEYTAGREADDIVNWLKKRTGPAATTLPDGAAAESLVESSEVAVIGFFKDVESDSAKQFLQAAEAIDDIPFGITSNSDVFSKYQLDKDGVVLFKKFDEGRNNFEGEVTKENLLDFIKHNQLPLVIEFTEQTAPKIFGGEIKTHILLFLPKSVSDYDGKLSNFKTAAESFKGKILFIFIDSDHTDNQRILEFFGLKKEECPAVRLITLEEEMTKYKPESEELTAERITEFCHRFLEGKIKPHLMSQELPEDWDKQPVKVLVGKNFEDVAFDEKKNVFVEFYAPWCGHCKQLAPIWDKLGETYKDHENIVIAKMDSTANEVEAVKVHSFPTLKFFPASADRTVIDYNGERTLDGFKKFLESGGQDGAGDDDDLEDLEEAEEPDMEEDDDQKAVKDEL
N-glyco inh: N-linked glycosylation inhibition; actives 0.23% (n = 360,000); reporter increase, % at 12.5 µM; D54 ERlucT glycosylation luciferase reporter, 24 h; percent of 100 nM tunicamycin response;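 active = mean luciferase reporter signal, scaled so untreated is 0 and the glycosylation-blocking control 100, at or above a set limit in every replicate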;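 also: luciferase carries N-glycosylation sites so blocking glycosylation raises the light; 0% = median of neutral control wells and 100% = median of 100 nM tunicamycin wells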
ABCB6 inh MLPCN: blocks the human ABCB6 transporter; Q9NP58; K562-ABCB6 porphyrin accumulation, flow cytometry, 1 h; active compounds read low; fluorescence ratio to DMSO, % at 10 µM; actives 0.19% (n = 360,000); AID 602162;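 active = fluorescence ratio to DMSO below 75%, the collection mean minus 3 SD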;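 also: signal is porphyrin accumulated inside mitochondria; 100% equals median channel fluorescence of DMSO control wells; lower ratio means ABCB6 inhibition with less porphyrin fluorescence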
* marks the source's active call; other numbers are inactive results; . = not tested or not shown.

SMILES	Cardio protect	CaV13 ICDI inh	hiPSC survival	Vif inh	m5-HT2A agonist	Granule exo inh	aDG glyco up	PDI inh	N-glyco inh	ABCB6 inh MLPCN
Cc1cc(C)c(C(CC(=O)c2cccs2)C(C#N)C#N)c(C)c1 (centres undefined)	-9.8	-15.5	-3.3	4.9	-2.4	-1.7	0.1	0.7	-10.8	98.0
CCOC(=O)N1CCN(S(=O)(=O)c2cccc3cccnc23)CC1	4.4	-6.8	1.9	-6.6	0.3	-2.0	0.1	10.1	-0.4	98.0
N#C/C(=C\c1ccc(Cl)cc1Cl)c1n[nH]c(Cn2cncn2)n1	-5.7	.	1.8	4.3	-1.6	0.7	0.3	4.6	3.2	98.0
CCOC(=O)C1(C)C=C(Nc2cccc(OC)c2)C(=O)N1c1ccccc1 (centres undefined)	5.4	-4.6	-0.3	1.7	-1.5	-17.4	0.4	-0.8	-1.3	99.0
Cc1ccc(NC(=O)c2cc([N+](=O)[O-])ccc2N2CCOCC2)cc1S(=O)(=O)N1CCOCC1	1.8	-5.6	-0.4	-8.4	1.1	-1.9	-0.7	4.2	-4.5	94.0
COc1ccc(C)cc1-n1c(=O)c2ccccc2c2ccccc2c1=O	6.2	.	-0.4	5.7	-1.1	-1.8	0.1	-1.6	5.2	95.0
COCCCNc1nc2nonc2nc1N1CCC(C(C)N2CCOCC2)CC1 (centres undefined)	6.2	-0.3	0.8	14.4	-0.1	2.6	0.4	6.3	-0.7	101.0
CN1CCN(C(=S)C(=O)Nc2ccccc2)CC1	-0.8	-8.5	-0.4	2.1	0.6	15.5	0.1	-0.6	-1.1	99.0
O=C(COc1ccc(Cl)cc1Br)NCC(c1ccco1)N1CCCC1 (centres undefined)	-14.3	-3.5	-1.2	-4.0	-7.7	11.9	0.3	0.4	-4.5	98.0
Cn1nnnc1Sc1ncnc2scc(-c3ccc(F)cc3)c12	16.9	-5.9	-0.5	52.3*	-3.9	-0.8	0.2	0.3	-14.2	94.0
Cc1ccc(N2C(=O)CC(Sc3ccccc3C(=O)O)C2=O)cc1 (centres undefined)	9.0	-3.2	-1.1	-5.4	0.7	7.0	-0.1	2.6	2.1	102.0
CN1CCOc2ccc(S(=O)(=O)NCCc3ccc(Cl)cc3)cc21	-2.0	-2.9	0.0	14.4	-4.4	-3.3	-0.2	-1.2	1.1	97.0
O=C(CCN1C(=O)c2ccccc2C1=O)Nc1ccccc1C(=O)N1CCOCC1	9.9	-6.6	-0.9	10.2	2.8	-0.3	-0.1	-0.7	0.4	98.0
CCOC(=O)N1CCN(S(=O)(=O)c2ccc(F)c(C(=O)Nc3cccc(C)c3C)c2)CC1	-6.5	-8.2	0.0	-10.1	1.9	2.3	0.2	6.0	2.8	72.0*
CCOc1cc(C(=O)OCC(=O)Nc2ccc(SC(F)F)cc2)cc(OCC)c1OCC	-6.6	-3.1	0.1	1.6	-2.8	-2.2	-0.1	4.7	-1.8	98.0
COc1ccc(-c2cnc3c(NC=O)cc(-c4ccc(F)cc4)cn23)cc1OC	22.2	-10.5	-4.7	.	3.8	8.2	-0.2	-12.7	8.0	100.0
O=S1(=O)C[C@H](N2CCCC2)[C@@H](COCc2ccccc2)N1	0.7	-3.9	0.6	.	1.6	-0.1	0.0	.	1.8	96.0
COc1cccc(NC(=O)[C@H](C)NC(=O)C2CCN(S(=O)(=O)c3ccc(C)cc3)CC2)c1	5.0	-2.7	-0.2	0.1	3.5	-1.7	0.1	10.1	0.7	98.0
CCN(CCO)Cc1csc2cc(C)ccc12	10.2	-3.1	-0.2	.	-4.5	-2.6	0.1	-2.0	0.0	104.0
CCc1c(-c2ccccc2)ncn1Cc1cccc(-c2ccccc2)c1	.	-4.7	.	.	-2.0	5.6	0.0	.	.	.
COc1ccc(C(=O)OCC(=O)Nc2cc(C)on2)cc1F	-5.6	-4.5	1.6	.	-13.3	-4.9	-0.3	-3.2	1.5	96.0
CC1(C)N=C(N)N=C(N)N1c1ccc(F)cc1F	7.3	-2.1	1.8	-0.1	-2.6	-0.4	-0.1	1.5	1.6	97.0
COc1ccc(Nc2nc(N3CCCCC3)nc(N3CCCCC3)n2)c(OC)c1	-8.1	-3.0	0.7	.	3.5	2.1	0.0	-1.2	0.1	98.0
COC(=O)CCCCCCCCC(O)CN(C)C (centres undefined)	2.7	3.0	-0.6	-5.3	-3.6	-0.7	-0.2	-3.9	1.8	94.0
Cc1cc(NC(=O)CSc2ccc(-c3nc4cc(C)c(C)cc4[nH]3)cn2)no1	-7.3	.	-4.7	-8.9	-0.2	-3.7	-0.2	-4.6	44.2*	103.0
SMILES	Cardio protect	CaV13 ICDI inh	hiPSC survival	Vif inh	m5-HT2A agonist	Granule exo inh	aDG glyco up	PDI inh	N-glyco inh	ABCB6 inh MLPCN
O=c1cc(-c2ccccc2)[nH]c2cc(Cl)ccc12	-3.8	-6.2	0.5	.	2.9	2.8	-0.3	-5.5	23.8	101.0
CC(C)(C)NC(=O)CSc1nnc(-c2c[nH]c3ccccc23)o1	2.3	-21.0	-0.1	-3.3	-4.3	2.1	0.0	-5.0	0.9	102.0
CCc1c(C)[nH]c2c1C(=O)C(CN1CCOCC1)CC2 (centres undefined)	-5.8	-4.9	-0.2	-7.8	-4.3	2.2	-0.2	-0.2	2.5	106.0
Cc1cc(NC(=O)c2cc(S(=O)(=O)N3CCCCC3)ccc2C)no1	-2.6	-2.1	-2.7	2.9	0.9	19.5	0.1	-7.2	0.4	107.0
O=C(COC(=O)c1ccccc1C(=O)c1ccccc1)c1ccco1	12.2	-3.4	6.3	-26.4	-0.6	-0.4	-0.1	2.7	1.0	99.0
Cc1cc(=O)oc2cc(OCC(=O)OCC(=O)NC3CC3)ccc12	27.5	-3.7	-1.8	16.1	-0.6	0.4	-0.5	-1.6	1.6	100.0
Cc1ccc2nc(/C(C#N)=C/c3ccccc3C(=O)O)[nH]c2c1	3.4	-27.0	0.3	1.2	-1.5	-1.2	0.0	-2.0	0.2	99.0
Cc1[nH]c2c(C)cccc2c(=O)c1CN1CCCCCC1	0.6	-19.4	0.1	-11.6	-1.6	1.9	-0.1	-2.2	-0.8	100.0
Nc1nnc(SCCN2C(=O)c3ccccc3C2=O)s1	0.9	-5.5	2.1	-1.8	-2.6	-1.3	-0.1	-8.6	1.9	96.0
O=C(/C=C/c1cccs1)c1ccc(NC(=O)c2ccccc2F)cc1	2.7	-5.2	-0.2	0.5	-4.3	-1.9	-0.1	5.3	0.2	100.0
C/C(=N\NC(=O)COc1cccc(Cl)c1)c1ccc2c(c1)OCCO2	-2.7	-5.4	0.5	-0.2	-0.7	-3.2	0.0	-5.6	-0.4	98.0
COc1ccc(/C=C2\SC(=S)N(CCC(=O)N3CCCCC3CCO)C2=O)cc1 (centres undefined)	-2.6	-13.0	-0.5	-3.3	13.8	1.1	0.4	7.8	-0.1	76.0
CCCCn1c2nc3ccccc3nc2c2c(=O)n(CC(C)C)cnc21	-0.1	-1.9	-0.6	-1.1	-2.3	6.1	0.0	-3.6	1.5	92.0
COc1ccc(/C=C2\N=C(SC)SC2=O)cc1OC	-18.0	-3.3	1.2	-2.6	7.3	5.7	0.0	-1.8	0.7	102.0
COc1ccc(C(=O)Nc2nc3nccc(-c4ccccc4)n3n2)cc1	-0.5	-13.8	1.8	3.4	0.6	-6.0	0.0	-15.8	0.3	95.0
CC1CCCC(NC(=O)COC(=O)/C=C/c2ccco2)C1C (centres undefined)	15.3	-1.9	-1.8	23.1	-8.3	6.6	-0.2	-3.5	-1.4	99.0
CC(C)c1ccc(NC(=O)c2n[nH]c(=O)c3ccccc23)cc1	8.0	-6.0	-2.1	-2.5	-3.8	0.2	-0.2	6.4	0.1	97.0
CC1=CC(C)(C)N(C(=O)CCl)c2ccccc21	-4.3	-15.4	-0.5	.	1.6	-0.6	0.2	7.1	2.0	98.0
Cc1cc(C(F)(F)F)c(C#N)c(Sc2ccccc2)n1	-11.5	-3.7	0.8	.	1.9	3.1	0.2	9.2	0.7	102.0
COC(=O)c1ccc(OCC(=O)c2ccccc2OC)cc1	2.4	-5.3	1.3	0.7	6.3	-0.5	2.7	-5.9	2.0	98.0
O=C(Nc1ccccc1C(=O)O)c1cc(S(=O)(=O)NCc2ccccc2)ccc1Cl	-7.9	-6.9	0.1	0.7	5.1	0.5	-0.2	9.9	1.0	101.0
O=C(Nn1cnnc1)c1cc(Cl)ccc1Cl	0.2	-6.6	0.4	6.3	6.7	1.7	-0.1	7.1	2.8	94.0
COc1ccc(OC)c(CN2CCCC(CO)C2)c1 (centres undefined)	0.6	-9.6	-1.3	-2.5	4.3	-4.5	-0.1	4.9	0.3	94.0
CC(CC(=O)NNC(=O)c1ccncc1)c1ccccc1 (centres undefined)	-3.4	-6.1	0.5	17.2	1.3	9.0	-0.3	-0.5	-1.4	94.0

Of the compounds above, these have an aryl thioether with sulfur outside any ring:
SMILES	Cardio protect	CaV13 ICDI inh	hiPSC survival	Vif inh	m5-HT2A agonist	Granule exo inh	aDG glyco up	PDI inh	N-glyco inh	ABCB6 inh MLPCN
Cn1nnnc1Sc1ncnc2scc(-c3ccc(F)cc3)c12	16.9	-5.9	-0.5	52.3*	-3.9	-0.8	0.2	0.3	-14.2	94.0
Cc1ccc(N2C(=O)CC(Sc3ccccc3C(=O)O)C2=O)cc1 (centres undefined)	9.0	-3.2	-1.1	-5.4	0.7	7.0	-0.1	2.6	2.1	102.0
CCOc1cc(C(=O)OCC(=O)Nc2ccc(SC(F)F)cc2)cc(OCC)c1OCC	-6.6	-3.1	0.1	1.6	-2.8	-2.2	-0.1	4.7	-1.8	98.0
Cc1cc(NC(=O)CSc2ccc(-c3nc4cc(C)c(C)cc4[nH]3)cn2)no1	-7.3	.	-4.7	-8.9	-0.2	-3.7	-0.2	-4.6	44.2*	103.0
CC(C)(C)NC(=O)CSc1nnc(-c2c[nH]c3ccccc23)o1	2.3	-21.0	-0.1	-3.3	-4.3	2.1	0.0	-5.0	0.9	102.0
Nc1nnc(SCCN2C(=O)c3ccccc3C2=O)s1	0.9	-5.5	2.1	-1.8	-2.6	-1.3	-0.1	-8.6	1.9	96.0
Cc1cc(C(F)(F)F)c(C#N)c(Sc2ccccc2)n1	-11.5	-3.7	0.8	.	1.9	3.1	0.2	9.2	0.7	102.0
